Kir21 block: Kir2.1 (mouse) channel inhibition; P35561; HEK293-Kir2.1, FluxOR thallium flux fluorescence; stronger effect = lower value; B-score at 10 µM; actives 0.85% (n = 310,000); AID 1672;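 active means fluorescence ratio B-score at or below minus 3 SD of library scores, with starting-brightness B-score within 2 SD, cut at about -4.2 in these data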;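 further: channel flux triggered by added potassium and thallium sulfate stimulus; B-score of peak minus minimum fluorescence over baseline after thallium stimulus; more negative B-score means stronger Kir2.1 block with less thallium influx; some compounds called inactive have numbers as strong as hits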
KCNQ2 block: KCNQ2 potassium channel inhibitors, primary screen, cell-based, CHO-K1, FluxOR thallium flux, B-score (AID 2156). actives 1.1% (n = 310,000). B-score at 10 µM. O88943. 20 min; stronger effect = lower value;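 active means fluorescence ratio B-score at most minus 3 library SDs, with starting brightness B-score within 2 library SDs, cut at about -5.5 in these data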
Target sequence (O88943 whole entry, looked up): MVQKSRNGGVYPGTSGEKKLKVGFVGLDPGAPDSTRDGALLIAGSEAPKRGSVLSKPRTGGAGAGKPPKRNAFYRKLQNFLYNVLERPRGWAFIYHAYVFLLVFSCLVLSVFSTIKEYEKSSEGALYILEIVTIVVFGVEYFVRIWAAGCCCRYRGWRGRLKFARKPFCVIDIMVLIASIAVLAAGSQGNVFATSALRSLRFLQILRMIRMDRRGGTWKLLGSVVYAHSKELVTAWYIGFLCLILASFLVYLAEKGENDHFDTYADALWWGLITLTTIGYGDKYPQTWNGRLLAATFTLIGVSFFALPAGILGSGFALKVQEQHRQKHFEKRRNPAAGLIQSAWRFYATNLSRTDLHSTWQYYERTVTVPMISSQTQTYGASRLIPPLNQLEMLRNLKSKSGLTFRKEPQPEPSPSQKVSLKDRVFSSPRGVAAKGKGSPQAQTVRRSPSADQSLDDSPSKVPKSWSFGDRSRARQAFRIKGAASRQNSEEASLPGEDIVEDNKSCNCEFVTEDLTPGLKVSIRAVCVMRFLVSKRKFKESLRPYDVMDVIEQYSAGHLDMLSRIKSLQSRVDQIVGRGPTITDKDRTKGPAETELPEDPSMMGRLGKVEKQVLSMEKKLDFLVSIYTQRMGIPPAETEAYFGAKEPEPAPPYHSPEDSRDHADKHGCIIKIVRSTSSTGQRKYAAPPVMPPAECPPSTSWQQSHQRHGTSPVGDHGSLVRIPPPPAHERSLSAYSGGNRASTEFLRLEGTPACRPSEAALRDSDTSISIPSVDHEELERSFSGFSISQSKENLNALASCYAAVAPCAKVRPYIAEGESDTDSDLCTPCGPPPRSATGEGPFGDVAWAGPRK
* marks the source's active call; other numbers are inactive results; i = inactive; & = joins results of further samples. Compounds were not picked by outcome, and some 1.9% of all compounds hit somewhere here.

The opening two compounds (preview)
canonical_smiles | KCNQ2 block | Kir21 block
COc1ccc(S(=O)(=O)N2Cc3ccccc3CC2C(=O)Nc2nccs2)cc1 (stereo not drawn) | i | -0.74
CN1CCN(c2c(F)cc3c(=O)c(C(=O)O)cn4c3c2OCN4C)CC1 | i | 0.01

The list itself, from the first entry:
canonical_smiles | KCNQ2 block | Kir21 block
COc1ccc(S(=O)(=O)N2Cc3ccccc3CC2C(=O)Nc2nccs2)cc1 (stereo not drawn) | i | -0.74
CN1CCN(c2c(F)cc3c(=O)c(C(=O)O)cn4c3c2OCN4C)CC1 | i | 0.01
CN(C)S(=O)(=O)c1ccc(Cl)c(NC(=O)CN2CCN(c3ccccn3)CC2)c1 | i | 0.86
COC(=O)Nc1ccc2c(c1)N(C(=O)CCN1CCN3CCCC3C1)c1ccccc1CC2 (stereo not drawn) | i | -0.72&-0.04
O=c1oc2c(CN3CCOCC3)c(O)ccc2c2ccccc12 | i | -1.07
CCCCNC(=S)NNC(=O)c1c(C)nc2ccccn12 | i | 0.02
O=C1C(=O)N(Cc2ccncc2)C(c2cccc(O)c2)/C1=C(\O)c1ccc2c(c1)OCCO2 (stereo not drawn) | i | 1.34
CCOc1ccc(CNC(=O)c2ccc(Sc3ccc(C)cc3)c(NC(C)=O)c2)cc1 | i | 0.04
CC(C)(C)NC(=O)CSc1nc2ccccc2c(=O)[nH]1 | i | -0.1
COc1ccc2c(c1OC)C(=O)OC2Nc1nc(-c2cc3cc([N+](=O)[O-])ccc3oc2=O)cs1 (stereo not drawn) | i | -0.79
O=C(O)C1=C[C@H](C2CC2)C[C@H](OCCCCO)O1 | i | -0.62
O=C(Nc1cc(C(F)(F)F)ccc1F)C1CCCCC1 | i | 0.01
COCCNC(=S)N1CCN(c2cccc(C(F)(F)F)c2)CC1 | i | -3.35
COc1ccc(CCN(C)C(=O)Cn2c(=O)oc3ccccc32)cc1OC | i | -0.54
COc1ccc2c(COC(=O)CNC(=O)C34CC5CC(CC(C5)C3)C4)cc(=O)oc2c1 | i | -0.9
CCOC(=O)Cc1nnc(NC(=O)Nc2ccccc2)s1 | i | 0.23
CCOC(=O)N/N=C\c1ccc(OC/C=C/c2ccccc2)cc1 | i | -0.04
COc1cccc(OCC(=O)NNC(=O)c2ccc(-c3ccccc3)cc2)c1 | i | 0.63
O=S(=O)(NCc1ccco1)c1ccc(Cl)nc1 | i | -0.15
O=C(CSc1nnc(-c2cccnc2)o1)Nc1ccccc1Br | i | 0.15
COCCCn1c(C)csc1=Nc1cccnc1 | i | -2.36
COc1ccc([C@@H]2[C@@H]3C(=O)N(C(C)(C)C)C(=O)[C@@H]3[C@]3(Cc4ccccc4)C(=O)N(c4cccc(F)c4)C(=O)N23)cc1 | i | -1.32
COc1ccc2[nH]cc(C(=O)CN3CCCCC3)c2c1 | i | -1.46
OCCCNC(=S)Nc1ccc(Br)cc1Cl | i | 1.48
O=C(c1cnc2sccn2c1=O)N1CCc2ccccc2C1 | i | -0.12
COc1cc(/C=N/NC(=O)c2sc3nc(C)cc(C)c3c2N)ccc1O | i | 0.36
COc1ccccc1CNC(=O)CN1C(=O)NC(C)(c2ccc(C)cc2)C1=O (stereo not drawn) | i | -2.42
O=C(CN1CCN(c2ccc(Cl)cc2)CC1)NCc1ccccc1 | i | 0.75
CCOc1ccc(S(=O)(=O)N(C)c2ccc(OCC(=O)N3c4ccc(C)cc4C4CN(C)CCC43)cc2)cc1 (stereo not drawn) | i | -0.3
CCN(CC)S(=O)(=O)c1ccc(N2CCOCC2)c(NC(=O)C2CSC3(C)CCC(=O)N23)c1 (stereo not drawn) | i | -0.32
Cc1nonc1C1CCCN1C(=O)c1cc(COc2ccc(F)cc2F)on1 (stereo not drawn) | i | 0.12
CC(=O)Nc1cccc(NC(=O)C2CC(=O)N(CCc3ccc(F)cc3)C2)c1 (stereo not drawn) | i | 0.61
O=C(NCCCN1CCCC1=O)C(=O)Nc1cccc(F)c1 | i | 0.13
CCOC(=O)CSc1nc(N(C)C)nc(N(C)C#N)n1 | i | -0.7
COc1ccc(-c2sc(Nc3ccccc3)n[n+]2-c2ccc(F)cc2)cc1Br | i | -1.04
CCC/C=N/NC(=O)c1cc(Br)ccc1O | i | 1.4
CN(C)c1ccc(-c2noc(C3CCN(S(=O)(=O)c4cccc(Cl)c4)CC3)n2)cc1 | i | 0.25
CCOC(=O)c1cnn(-c2ccccc2)c1NC(=O)c1cccs1 | i | 0.55
Cc1sc(NC(=O)CSc2nnc3scc(-c4ccccc4)n23)c(C#N)c1C | i | 0.09
Cc1cnc(C(=O)OCC(=O)c2ccc(Br)s2)cn1 | i | 0.59
N#Cc1nc(-c2ccco2)oc1N1CCN(c2ccccc2)CC1 | i | -0.09
COc1ccc2[nH]c3c(c2c1)CCN1C(=O)N([C@@H](C)C(=O)NCCc2ccc(F)cc2)C(=O)[C@]31C | -7.04* | -1.03
COc1cc(CNCc2cccnc2)ccc1OCc1ccccc1 | i | 1.27
COc1nc(NCCN2CCOCC2)nc(Nc2ccc([N+](=O)[O-])cc2)n1 | i | 2.11
CC(=O)C1=C(O)C(=O)N(Cc2cccnc2)C1c1ccc(C(C)C)cc1 (stereo not drawn) | i | -0.37
COc1cc(/C=C2\C(=O)N(C)C(=S)N2C)ccc1O | i | -1.38
COc1ccc(-c2nc(CN3CCN(C(=O)c4ccco4)CC3)c(C)o2)cc1OC | i | 1.4
O=C(O)c1cc2c(cc1Cl)N1CCCCCC1=NS2(=O)=O | i | 1.87
Cc1ccc(NC(=O)C(CC(=O)O)C2CCCO2)c(C)c1 (stereo not drawn) | i | -0.3
COc1ccc(-c2ncncc2-c2ccc(Cl)cc2)c(O)c1 | i | 0.4
CC(=O)NC(CCS(C)(=O)=O)C(=O)Nc1ccc(C)c(F)c1 (stereo not drawn) | i | 0.57
O=C(CN1CCN(c2ncc(C(F)(F)F)cc2Cl)CC1)NCCNc1ncc(C(F)(F)F)cc1Cl | i | 0.84
CN(C)c1ccc(C(=S)N2CCN(c3ccccc3)CC2)cc1 | i | -2.5
Fc1ccccc1COc1ccc2ccccc2c1CNc1nn[nH]n1 | i | -0.15
COc1ccc(C2C(C(=O)N3CCN(c4ccccn4)CC3)CCC(=O)N2c2cc(OC)c(OC)c(OC)c2)cc1 (stereo not drawn) | i | 1.25
Cc1cccc(Nc2nnc(SCc3cn4ccsc4n3)s2)c1 | i | -1.55
CCN1C(=O)[C@@H]2[C@H](C1=O)[C@@H]1CC(C(=O)OC)=C[C@@H](C(=O)OC)C3C1=C(C(=O)C3(CC)CC)[C@@H]2C (stereo partly drawn) | i | -0.19
Cc1ccc(S(=O)(=O)N2CCC(C(=O)NNC(=O)C3CC3)CC2)cc1Cl | i | -1.1
COc1ccc(Cl)cc1-c1nc(SCC(=O)N(C)CCC#N)n[nH]1 | i | 0.19
COc1ccccc1/C=C(/CC(=O)NCc1ccc(F)cc1)c1nc2ccccc2s1 | -6.76* | 0.01

(cont.)
canonical_smiles | KCNQ2 block | Kir21 block
COc1ccc(S(=O)(=O)NCCSCc2ccco2)cc1OC | i | -1.37
COc1cccc(/C=C2\SC(N3CCCC(C)C3)=NC2=O)c1OC (stereo not drawn) | i | 0.24
Cc1onc(-c2cccc(Cl)c2Cl)c1C(=O)O/N=C(\N)c1ccc([N+](=O)[O-])o1 | i | -2.97
O=S(=O)([N-]c1nc2ccccc2nc1-[n+]1ccccc1)c1ccc(F)cc1 | i | 1.2
COC(c1ccccc1)c1nnc(CCC(=O)N2CCN(CCOc3ccccc3)CC2)o1 (stereo not drawn) | i | 1.79
COc1ccc(C(=O)NNC(=O)CNC(=O)C2CCCCC2)cc1 | i | 0.9
Cc1ccc(-c2nc(=O)[nH]c3ccc(Br)cc23)cc1 | i | -0.84
Cc1ccc(C(=O)NC(C)c2ccccc2)cc1S(=O)(=O)N1CCOCC1 (stereo not drawn) | i | -1.28
CCOc1ncccc1C(=O)N1CCN(C(=O)c2ccccc2)CC1 | i | -0.98
C#CCOCCOCCOCCNc1nc(N2CCN(C(=O)[C@H]([C@@H](C)O)n3cc(CCCCN)nn3)CC2)nc(N2CCN(C(=O)[C@H](C)n3cc(CCCN=C(N)N)nn3)CC2)n1 | i | -3.2
COc1cc(C(=O)Oc2cc(C)[nH]c(=O)c2[N+](=O)[O-])cc(OC)c1OC | i | -0.96
CC(=O)CSc1ncnc2c1cnn2-c1ccccc1 | i | 2.39
COc1ccccc1NS(=O)(=O)c1ccc(NC(=O)c2[nH]nc(OC)c2[N+](=O)[O-])cc1 | i | -0.72
COc1cccc(CNC(=O)C(=O)NCC(c2ccco2)N2CCOCC2)c1 (stereo not drawn) | i | -0.23
CCC1CCCCN1C(=O)c1ccccc1OC1CCN(S(C)(=O)=O)CC1 (stereo not drawn) | i | 1.34
COC(=O)CC1COc2ccccc2N1C(=O)c1cccc(C(F)(F)F)c1 (stereo not drawn) | i | -2.04
CCc1ccc(N2CC(O)=C(c3nc4ccccc4c(=O)[nH]3)C2=N)cc1 | i | -0.45
Cc1cc(C)nc(NC(=O)NC(=O)c2ccccc2)n1 | i | -1.85
Nc1c(C(=O)NCc2ccco2)nnn1CC(=O)Nc1ccccc1 | i | -1.99
Fc1ccc(-n2cc(CNCCc3ccncc3)c(-c3ccccc3Cl)n2)cc1 | i | -1.32
Cc1nc2ccccn2c1C(=O)/C=C/c1cccc([N+](=O)[O-])c1 | i | 1.48
S=C(NCc1ccccc1)N/N=C/c1cccs1 | i | -0.2
O=c1oc2ccccc2c(O)c1/C=C1\C=Nc2ccccc21 | i | 0.54
COC(=O)c1ccc(-n2nnnc2SC)cc1 | i | 0.61

Complete entries from above. Order of values: KCNQ2 block | Kir21 block
S=C(NCc1ccccc1)N/N=C/c1cccs1 reads i | -0.2
CCC1CCCCN1C(=O)c1ccccc1OC1CCN(S(C)(=O)=O)CC1 (stereo not drawn) reads i | 1.34
COc1ccccc1NS(=O)(=O)c1ccc(NC(=O)c2[nH]nc(OC)c2[N+](=O)[O-])cc1 reads i | -0.72

Additional entries:
canonical_smiles | KCNQ2 block | Kir21 block
Cc1ccnc(NC(=O)CNC(=O)c2ccccc2Br)c1 | i | -1.31
CCOC(=O)C1(S(=O)(=O)c2ccc(Cl)cc2)CCN(Cc2ccc(Cl)cc2)CC1 | i | 1.83
CCOCCCNc1nc2nc3ccc(C)cn3c(=O)c2cc1C(=O)NCC1CCCO1 (stereo not drawn) | i | 0
[O-][n+]1cccc(C(O)c2ccccc2)c1 (stereo not drawn) | i | 0.13
COc1ccc(-c2noc(CN(C(=O)c3c(-c4ccccc4Cl)noc3C)C(C)C)n2)cc1 | i | 1.52
CC1CCCCC1NC(=O)c1nn(C)c2c1CS(=O)(=O)c1ccccc1-2 (stereo not drawn) | i | 0.57
CC(=O)c1c(C(=O)O)[nH]c(C(=O)O)c1C | i | 0.82
O=C(c1ccccc1NS(=O)(=O)c1ccc(Br)cc1)N1CCOCC1 | i | 1.57
C=CCn1c(Sc2ncc([N+](=O)[O-])s2)n[nH]c1=O | -9.8* | 0.12
Cc1ncc([N+](=O)[O-])n1CC(=O)Nc1ccccc1 | i | 1.26
COc1ccccc1S(=O)(=O)Cc1ccc(C(=O)N2CCOCC2)o1 | i | 0.11
O=C(CN1CCN(C(=O)c2ccco2)CC1)Nc1ccc(Cl)c(S(=O)(=O)N2CCOCC2)c1 | i | 0.22
O=C(CCNS(=O)(=O)c1ccc(Br)cc1)NCCc1ccccc1 | i | 0.05
COc1ccc(S(=O)(=O)NCC(=O)N(CC(=O)NCC2CCCO2)Cc2ccccc2)cc1 (stereo not drawn) | i | 1.8
O=C(NC1CCCCCC1)C1c2ccccc2C(=O)N1Cc1cccnc1 (stereo not drawn) | i | 0.08
O=C(NNC(=O)C1CC1)c1cccc([N+](=O)[O-])c1 | i | -0.07
CC1Cc2cccc3c(O)c(C(=O)c4nn[nH]n4)c(=O)n1c23 (stereo not drawn) | i | -0.69
CCC(=O)N(Cc1ccc(C)cc1)Cc1cc2cc3c(cc2[nH]c1=O)OCO3 | i | 1.91
COc1ccc(NC(=O)C(c2ccccn2)N(C(C)=O)c2ccc(C)cc2)cc1 (stereo not drawn) | i | 0.67
COc1ccc2c(c1)-c1c(sn(-c3ccccc3)c1=S)C(C)(C)N2 | i | 0.36
Cn1nc(-c2ccccc2)cc1NC(=O)Nc1ccc(F)cc1 | i | 2.35
O=C(NCC1CCCO1)c1cc(S(=O)(=O)N2CCCC2)c(Cl)cc1Cl (stereo not drawn) | i | 0.79
O=C(N/N=C/c1cccn1-c1ccccc1)c1ccncc1 | i | 0.5
CCOC(=O)C1(Cc2ccccc2C)CCCN(Cc2ccc(NC(C)=O)cc2)C1 (stereo not drawn) | i | -0.63
CCC(c1nnnn1Cc1ccc2c(c1)OCO2)N1CCN(c2ccc(OC)cc2)CC1 (stereo not drawn) | i | -0.69
Cc1ccc2c(c1)sc(=NC(=O)C1CC1)n2C | i | -0.84
N=C1C(c2nc(-c3ccc(Br)cc3)cs2)=C(O)CN1NC(=O)c1ccc([N+](=O)[O-])cc1 | i | -0.85
Cc1ccc(-n2c(C)nnc2SCC(=O)NC2CCCC2)cc1 | i | 0.66
CCOc1ccccc1NC(=O)NC1Cc2ccccc2C1 | i | 1.89
CCOC(=O)Cc1csc(NC(=O)C(C)(C)C)n1 | i | 0.1
O=C1/C(=C/c2ccc(O)cc2)CCc2ccc([N+](=O)[O-])cc21 | i | -0.35
CC(C)(C)C(=O)CN1C2=NCCCN2c2ccccc21 | i | -2.58

Screening results (PubChem BioAssay)
